# From PubChem
# ERG Ets-DNA blk = qHTS for Small Molecule Inhibitors of the ERG Ets/DNA interaction | Potency, µM (doses to about 76.9 µM), for inactives: top-dose FP activity, negative = inhibition, usual class: inhibitors | AID 624246, 2012 | 370,000 compounds, 0.028% hits | Transcriptional regulator ERG (Homo sapiens), P11308 | fluorescence polarization, His-ERG Ets domain / labelled DNA; active = well fitted inhibition curve with a large enough effect in the polarisation, with a control signal flat; inconclusive = small, poorly fitted or top-dose-only effect, or effect the other way, or a change in a side signal; inactive = no such curve, though single readings can be large or run the other way; the % refers to the polarisation;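 note: polarization taken with two DNA probes labelled with fluorescein and Texas red; potency is the fitted concentration of half-maximal effect; % of control where 0% means no effect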
#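 His-tagged ERG Ets domain (1 uM in the protein solution; 300mM KCl, 50mM Tris-HCl, 1mM EDTA, 1mM DTT, pH 7.5) received compound, then a probe mix of 5 nM fluorescein-DNA and 100nM Texas-615-DNA. Fluorescence polarization was read for both dyes.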
# POLI inh = qHTS for Inhibitors of Polymerase Iota. DNA polymerase iota (Homo sapiens), Q9UNA4. Pol iota fluorescent replication assay, 10 min. Potency, µM (doses to about 115 µM), for the others: top-dose activity, negative = inhibition, usual class: inhibitors. 390,000 compounds, 1% hits. AID 588590, 2011; note: potency is the fitted concentration of half-maximal effect
# Target sequence (Q9UNA4 whole entry, looked up): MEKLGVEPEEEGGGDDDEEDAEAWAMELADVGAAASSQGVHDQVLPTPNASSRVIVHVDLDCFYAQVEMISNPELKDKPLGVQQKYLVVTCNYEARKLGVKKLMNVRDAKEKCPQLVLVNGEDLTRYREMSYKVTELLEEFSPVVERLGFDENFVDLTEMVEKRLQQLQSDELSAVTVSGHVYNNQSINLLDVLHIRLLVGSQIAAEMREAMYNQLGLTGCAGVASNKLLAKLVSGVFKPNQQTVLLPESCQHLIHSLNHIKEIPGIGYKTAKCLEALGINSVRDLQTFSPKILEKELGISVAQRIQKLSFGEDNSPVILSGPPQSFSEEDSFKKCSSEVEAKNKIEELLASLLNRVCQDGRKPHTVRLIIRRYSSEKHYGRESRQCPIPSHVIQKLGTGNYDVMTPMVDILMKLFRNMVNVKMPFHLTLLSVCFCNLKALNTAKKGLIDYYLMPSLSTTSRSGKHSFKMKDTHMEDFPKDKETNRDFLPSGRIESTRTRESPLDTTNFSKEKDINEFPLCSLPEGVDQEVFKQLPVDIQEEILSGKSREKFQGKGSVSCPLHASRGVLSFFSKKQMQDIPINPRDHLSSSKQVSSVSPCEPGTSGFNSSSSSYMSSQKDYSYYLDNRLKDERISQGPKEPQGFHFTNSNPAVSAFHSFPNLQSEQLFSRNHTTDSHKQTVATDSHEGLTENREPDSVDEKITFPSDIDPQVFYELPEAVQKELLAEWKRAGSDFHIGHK
#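 Fluorescent replication assay read twice, at 0 min and 10 min after adding 50 nM (final) substrate. Enzyme (10 nM) and compounds were first incubated 15 min at room temperature; enzyme-free buffer wells were negative controls.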
# TRHR agonist = qHTS for Small Molecule Agonists and Allosteric Enhancers of Human TRH Receptor: Primary Screen for Agonists. TRHR cells, calcium flux fluo-8, FDSS agonist mode. AID 493084, 2011. Thyrotropin-releasing hormone receptor (Homo sapiens), P34981. activation, % at 2 µM. 360,000 compounds, 0.18% hits; in the data active = activation above about 30%; note: 0% is about no effect
#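 Fluo-8-loaded TRHR cells; 10 s baseline, compound added, kinetic Ca2+ fluorescence read 1/s, agonist mode.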
# POLK inh = qHTS for Inhibitors of Polymerase Kappa | DNA polymerase kappa (Homo sapiens), Q9UBT6 | purified Pol kappa, fluorescent DNA synthesis assay, 10 min | Potency, µM (top dose mostly 107 µM), inactives show at the top dose activity, negative = inhibition, most hits filed as inhibitors | 400,000 compounds, 0.53% hits; note: potency is the fitted concentration of half-maximal effect; % is set by controls: 0 for no effect and ±100 for the full control effect
#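 50 nM final substrate added after 15 min RT preincubation of 10 nM Pol kappa with compound; fluorescence read at 0 and 10 min.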
# POLB inh = qHTS Assay for Inhibitors of DNA Polymerase Beta. Pol beta primer extension/strand displacement, fluorescence kinetic. Potency, µM (titrated, usually from 114 µM), for inactives: at the top dose activity change, negative = inhibition, usual class: inhibitors. 340,000 compounds, 1.3% hits. AID 485314, 2010; note: potency is the fitted concentration of half-maximal effect; % is set by controls: 0 for no effect and ±100 for the full control effect
#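 Values derive from four-parameter Hill fits of normalized kinetic data: reads at 0 and 10 min following addition of 50 nM substrate to 10 nM Pol beta preincubated 15 min with compound.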
# APE1 inh = qHTS Assay for Inhibitors of the Human Apurinic/apyrimidinic Endonuclease 1 (APE1) | DNA repair nuclease/redox regulator APEX1 (Homo sapiens), P27695 | Potency, µM (highest dose often 65.8 µM), inactives show at the top dose activity change, negative = inhibition, actives largely listed as inhibitors | 350,000 compounds, 0.35% hits | recombinant APE1, TAMRA/BHQ-2 abasic DNA cleavage fluorescence;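 note: potency is the fitted concentration of half-maximal effect; plate controls were vehicle for no effect and reference inhibitor for full effect; nearly all actives have a fitted effect of over 55% in size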
# Target sequence (P27695 whole entry, looked up): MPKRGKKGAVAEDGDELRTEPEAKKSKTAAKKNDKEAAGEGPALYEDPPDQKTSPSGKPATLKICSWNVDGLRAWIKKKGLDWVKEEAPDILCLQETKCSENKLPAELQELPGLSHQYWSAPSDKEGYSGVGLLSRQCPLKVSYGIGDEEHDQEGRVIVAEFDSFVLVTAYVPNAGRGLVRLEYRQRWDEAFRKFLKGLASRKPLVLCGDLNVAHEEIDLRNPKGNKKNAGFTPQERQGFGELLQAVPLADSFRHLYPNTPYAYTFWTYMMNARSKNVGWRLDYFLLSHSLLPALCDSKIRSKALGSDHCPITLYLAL
#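 Step 1: APE1 (0.75 nM) with compound, 15 min RT. Step 2: add 50 nM fluorophore/quencher THF duplex. Step 3: three fluorescence reads 60 s apart (525/598 nm); read 3 minus read 1 = reaction progress.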
# Apoferritin bind = qHTS Assay for Identification of Novel General Anesthetics; apoferritin/1-aminoanthracene competitive binding, fluorescence; Potency, µM (series often up to 77.5 µM), without a hit: top-dose activity change, negative = displacement, usual class: inhibitors; Ferritin light chain (Equus caballus), P02791; 350,000 compounds, 0.074% hits; note: potency is the fitted concentration of half-maximal effect; % is set by controls: 0 for no effect and ±100 for the full control effect; nearly all actives have a fitted effect of over 20% in size
#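 Steps: apoferritin (10 uM) was premixed with half-saturated 1-AMA in PBS, compounds were pin-transferred, plates stood 10 min at room temperature, fluorescence was read at 380/535 nm, and curves were fitted with a Hill equation.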
# ALOX12 inh = Primary qHTS assay for inhibitors of human arachidonate 12S-lipoxygenase (ALOX12): Round 2 | Polyunsaturated fatty acid lipoxygenase ALOX12 (Homo sapiens), P18054 | purified 12hLO, xylenol orange hydroperoxide absorbance | Potency, µM (top dose mostly 108 µM), without a hit: at the highest dose activity change, negative = inhibition, usual class: inhibitors | 580,000 compounds, 1.1% hits; note: potency is the fitted concentration of half-maximal effect; % is set by controls: 0 for no effect and ±100 for the full control effect
#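 Purified human 12hLO at 150 nM in 25 mM Hepes, 0.01% Triton X-100, pH 7.0, preincubated 15 min at room temperature with compound. Reaction started with 40 uM arachidonic acid, 30 min at room temperature. Hydroperoxide measured by Fe-xylenol orange, 573/405 nm absorbance ratio.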
# BLM helicase inh = qHTS Assay for Inhibitors of Bloom's syndrome helicase (BLM); 350,000 compounds, 0.2% hits; recombinant BLM DNA unwinding, fluorescence dequenching; RecQ-like DNA helicase BLM (Homo sapiens), P54132; Potency, µM (series often up to 56.1 µM), inactives show at the top dose activity change, negative = inhibition, usual class: inhibitors;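 note: potency is the fitted concentration of half-maximal effect; plate controls were vehicle for no effect and no enzyme for full effect; nearly all actives have a fitted effect of over 35% in size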
# An asterisk follows results filed as active; ? = inconclusive; / = no result given; & = joins results of further samples; [ ] = remark or other dose. Unless noted, calls come from the whole dose curve; as a rule, active = well fitted curve in the direction sought with a large enough effect; inconclusive = small, poorly fitted or top-dose-only effect, or another doubt; inactive = no such curve, though single readings can be large; an effect the other way counts as inactive or inconclusive.
cpd	smiles	ERG Ets-DNA blk	POLI inh	TRHR agonist	POLK inh	POLB inh
1	CCc1cccc(CC)c1NC(=O)CSc1nnc(C(C)C)n1CC	-3%	18%	1.2	-22%	6%
2	Cc1cc(C)n(CC(=O)NCCC2=CCCCC2)n1	-8%	22%	0.2	0%	?
3	Nc1nc(NCc2ccco2)nc(NCCO)c1[N+](=O)[O-]	1%	-8%	0.4	-9%	4%
4	COCCCN(C(C)=O)c1nc(-c2ccc(OC)cc2)cs1	0%	33%[activator]	-0.1	0%	3%
5	Cc1cccc([C@@H]2[C@@H]3C(=O)N(Cc4ccccc4)C(=O)[C@@H]3[C@]3(C)C(=O)N(c4cccc(Cl)c4)C(=O)N23)c1	-2%	16%	1.0	0%	2%
6	CC1CCC2(CC1)NC(=O)N(CC(=O)Nc1cc(S(=O)(=O)N3CCCC3)ccc1Cl)C2=O (configuration not stated)	0%	10%	/	-13%	/
7	COc1cccc(/C=C/C(=O)OCC(=O)Nc2ccc(N3CCOCC3)cc2)c1OC	-2%	155%[activator]	-0.8	-10%	3%
8	CCN(CC)c1ccc(NC(=O)c2c(C)nn(-c3ccc(F)cc3)c2-n2cccc2)c(C)c1	-5%	10%	-0.1	4%	17%
9	Clc1ccc(-c2nnc3sc(-c4ccc(Br)o4)nn23)cc1	-24%	89µM*	0.8	-16%	0%
10	CS(=O)(=O)NNC(=O)Cn1nnc(-c2cc(C(F)(F)F)cc(C(F)(F)F)c2)n1	-5%	44%[activator]	0.5	-5%	0%
11	CCNc1nnc(-c2ccc(C)cc2)o1	-4%	10%	-0.6	-13%	1%
12	Cn1c(SCc2cccnc2)nc2cccnc21	-6%	9%	-0.1	2%	0%
13	CCC(C)[C@@H](C(=O)N1CCNCC1)n1cc(CCCCN)nn1 (some centres not stated)	-17%	16%	-0.1	22%	?
14	Cc1cc(C)c(NC(=O)CN2c3ccccc3S(=O)(=O)c3ccccc32)c(C)c1	0%	15%	0.9	0%	0%
15	COc1ccc(NC(=O)C2CCCN2C(=O)NC2CCCCC2)c(OC)c1 (configuration not stated)	-3%	26%	0.2	-3%	10%

cpd	APE1 inh	Apoferritin bind	ALOX12 inh	BLM helicase inh
1	-5%	7%	0%	0%
2	-9%	5%	-6%	3%
3	?	-8%	66%[activator]	1%
4	-5%	-21%	-9%	-5%
5	9%	-3%	-11%	-9%
6	9%	/	-3%	/
7	1%	-3%	-1%	0%
8	/	79%[activator]	-47%	-9%
9	1%	6%	0%	-3%
10	-3%	-2%	-1%	-4%
11	-5%	-6%	0%	2%
12	0%	-10%	0%	-1%
13	0%	1%	-30%	1%
14	/	7%	-10%	-1%
15	24%	-4%	?	-1%

# (more compounds)
cpd	smiles	ERG Ets-DNA blk	POLI inh	TRHR agonist	POLK inh	POLB inh
16	CCc1ccc(CNC(=O)C2CCCN(S(=O)(=O)N3CC(C)CC(C)C3)C2)cc1 (configuration not stated)	12%	-4%	-0.1	6%	1%
17	O=[N+]([O-])c1ccc2c(c1)CNc1ccccc1O2	14%	1%	-0.6	-6%	-21%
18	COc1c(OC(C)=O)ccc(/C=N\NC(=O)c2ccc(Br)cc2)c1[N+](=O)[O-]	7%	23%	-0.1	-33%	5%
19	Cc1ccc(-c2nc3sccn3c2Nc2ccccc2C)cc1	-15%	-11%	-0.6	-10%	?
20	Cn1c(=O)[nH]c(=O)c2c1nc(N1CCN(CCO)CC1)n2Cc1ccccc1	-2%	2%	0.4	1%	27%
21	O=C(c1ccccc1)c1ccc2ccccc2n1	7%	7%	-0.9	3%	2%
22	CC(C)(O)CCC(C)(C)O	12%	-10%	-0.3	-6%	/
23	O=c1c(-c2ccc(F)c(F)c2)nc2cncnc2n1C1CC1	/	/	/	1%[60.1 µM]	/
24	Nc1[nH]nc2nc(NCc3ccccc3)c3c(c12)CCN(Cc1ccccc1)C3	9%	-5%	0.1	-15%	-22%
25	CN1CCN(C(=O)c2cc(Cl)cc(Cl)c2NC(=O)c2ccco2)CC1	-1%	18%	-0.9	5%	87%
26	CCOC(=O)Cc1csc(NC(=O)c2ccco2)n1	1%	7%[58.9 µM]	-0.1	-6%	-29%
27	C=CCn1cc(C(=O)NCCCOCC)c(=O)c2cc(S(=O)(=O)N(CC)CC)ccc21	2%	-7%	0.1	-1%	10%
28	CCOc1ccc(N(C(=O)c2ccccc2Cl)C2=NC(C)(C)CS2)cc1	-3%	82%[activator]	0.3	-9%	3%
29	Cc1c(C)n(Cc2ccccc2)c2ncnc(NCCCN(C)C)c12	19%	36%[activator]	-0.3	-2%	17%
30	COc1ccc(OC)c(C2NC(=O)NC(C)=C2C(=O)OC2CCCCC2)c1 (configuration not stated)	4%	92%[activator]	-0.3	-4%	6%

cpd	APE1 inh	Apoferritin bind	ALOX12 inh	BLM helicase inh
16	65%[activator]	-20%	-19%	0%
17	-3%	?	0%	-1%
18	3%	-6%	-2%	0%
19	/	-13%	-25%	-10%
20	-4%	-6%	-2%	3%
21	0%	?	0%	-4%
22	28%&1%	/	6%	/
23	-5%	/	0%	-1%
24	0%	?	-18%	-1%
25	2%	-6%	-5%	3%
26	19%	4%	?	-10%
27	-4%	-16%	?	-2%
28	?	-21%	-4%	-9%
29	-4%	-12%	10%	-6%
30	9%	-1%	7%	-7%

# Profiles from above:
# Listed for Cc1ccc(-c2nc3sccn3c2Nc2ccccc2C)cc1 = ERG Ets-DNA blk: -15%; POLI inh: -11%; TRHR agonist: -0.6; POLK inh: -10%; POLB inh: ?; APE1 inh: /; Apoferritin bind: -13%; ALOX12 inh: -25%; BLM helicase inh: -10%
# Listed for O=C(c1ccccc1)c1ccc2ccccc2n1 = ERG Ets-DNA blk: 7%; POLI inh: 7%; TRHR agonist: -0.9; POLK inh: 3%; POLB inh: 2%; APE1 inh: 0%; Apoferritin bind: ?; ALOX12 inh: 0%; BLM helicase inh: -4%

# Next section:
cpd	smiles	ERG Ets-DNA blk	POLI inh	TRHR agonist	POLK inh	POLB inh
31	CC(C)(C)N/N=C/c1c(O)n(-c2ccc(Cl)cn2)c(=O)c2ccccc12	/	-3%	0.0	-3%	46%
32	O=C(COC(=O)COc1ccccc1)NCCc1ccccc1	-5%	15%	-0.6	-11%	/
33	CC(=O)Oc1c(Sc2ccccc2[N+](=O)[O-])c(C)nn1C(C)(C)C	-12%	70%[activator]	-0.4	-33%	?
34	COc1ccc(CNC(=O)C2CCCN2)cc1OC (configuration not stated)	-13%	-3%	0.5	-8%	-25%
35	COc1cc(NC(=O)CSc2nnc(C)s2)cc(OC)c1	-7%	-1%	0.7	-1%	4%
36	Cc1cc(C)c2nc(SCc3ccc([N+](=O)[O-])cc3)nc(C)c2c1	-2%	15%	0.1	-14%	-3%
37	OC(c1ccccc1)(c1ccccc1)C1CCN(C(=S)NCCc2ccccc2)CC1	-3%	76%[activator]	1.8	-1%	-2%
38	CCS(=O)(=O)N(C)[C@@H]1c2cc(C#N)ccc2OC(C)(C)[C@H]1O	/	/	/	-4%&-15%[19.4 µM]	/
39	O=C(c1cccc(C(=O)N2CCC(O)(c3ccccc3)CC2)c1)N1CCC(O)(c2ccccc2)CC1	16%	43%[activator]	/	-4%	/
40	Cc1ccc(S(=O)(=O)N2CCCC2)cc1C(=O)NC1CCCCC1	-11%	6%	0.0	-7%	14%
41	COc1ccc(N=C2NC(=O)/C(=C/c3ccc(O)c(OC)c3)S2)cc1	/	?	12	-29%	40µM*
42	Cc1cc2oc(C(=O)N(Cc3ccc(N(C)C)cc3)CC3CCCO3)c(C)c2cc1Cl (configuration not stated)	0%	16%	-0.1	8%	2%
43	c1cc(C2CCCCC2)ccc1Oc1nc(N2CCOCC2)nc(N2CCOCC2)n1	15%	3%	0.2	-7%	23%
44	Cc1nc(SCC(=O)NCc2ccc3c(c2)OCO3)c(C#N)c2c1CCCC2	-5%	?	-0.2	-7%	0%
45	OC(c1cccs1)c1nccc2ccccc12 (configuration not stated)	-6%	27%	-1.3	-23%	-1%

cpd	APE1 inh	Apoferritin bind	ALOX12 inh	BLM helicase inh
31	16%	44%[activator]	?	-2%
32	4%	/	6%	/
33	-4%	-13%	-20%	-8%
34	-1%	-14%	?	2%
35	1%	-8%	-7%	3%
36	2%	-6%	-15%	-3%
37	-6%	1%	40µM*	-13%
38	-8%&-6%	/	0%&0%	-3%&2%
39	/	/	11%	/
40	6%	-3%	-1%	-1%
41	-7%	-14%	-18%	-10%
42	/	-12%	-20%	-3%
43	14%	-4%	3%	0%
44	-7%	0%	0%[57.4 µM]	1%
45	0%	?	?	-5%

# Some of the compounds tested; the hit share may differ from the screen's.
